procasp7 counter: counter-screen: procaspase-7 (human) activation; P55210; recombinant procaspase-7, Ac-DEVD-pNA absorbance 405 nm; D23A/D198A/D206A triple mutant, cannot self-cleave; scale: DMSO 0, 5 µM enzyme 100; activation, % at 8.5 µM; 330,000 compounds, 0.093% hits; AID 463210;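 active = percent activation above the screen-wide mean plus 3 SD, cut at about 25% in these data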
Target sequence (P55210 whole entry D23A/D198A/D206A): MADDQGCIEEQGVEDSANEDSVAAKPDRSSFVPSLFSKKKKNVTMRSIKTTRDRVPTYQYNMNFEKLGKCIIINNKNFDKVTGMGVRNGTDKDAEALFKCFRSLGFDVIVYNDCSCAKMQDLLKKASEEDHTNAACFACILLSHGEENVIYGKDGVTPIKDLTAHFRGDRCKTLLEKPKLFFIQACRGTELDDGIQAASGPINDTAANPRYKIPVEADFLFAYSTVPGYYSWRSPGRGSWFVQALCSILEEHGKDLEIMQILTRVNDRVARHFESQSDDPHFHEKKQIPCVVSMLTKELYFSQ
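Assay system: Uncleavable procaspase-7 mutant enzyme; Input: 2 µM procaspase-7 mutant as dispensed; Also added: DEVD-pNA substrate; Medium: Zinc-free HEPES pH 7.4 with 300 mM NaCl, 0.01% Triton X-100; Timing: 1 h compound preincubation, 2 h substrate cleavage, 25 °C; Measured by: Epi-absorbance of released pNA at 405 nm, two timepoints.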
AHR activator: activates the human aryl hydrocarbon receptor; P35869; AHR-responsive luciferase reporter cells, luminescence; activation, % at 5 µM; 320,000 compounds, 2.5% hits; in the data active = activation above about 47%;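 also: 0% = vehicle wells and 100% = reference agonist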
JMJD2C inh: inhibitors of human GASC-1 (JMJD2C) demethylase. Q9H3R0. GST-JMJD2C(1-420) H3K9me3 demethylation, DELFIA europium. inhibition, % at 2.35 µM. 330,000 compounds, 0.069% hits;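 active = more than half of a compound's replicate wells show inhibition beyond 50%, single wells judged on their own value; inconclusive = some, but no more than half, of replicates pass 50% inhibition; inactive = no replicate passes 50% inhibition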;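 also: signal counts dimethyl H3K9 product captured on neutravidin plate; 0% = median of DMSO wells and 100% = 0.3 times that DMSO median; strong numbers were not always called active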
Target sequence (Q9H3R0 1-420 limits assumed): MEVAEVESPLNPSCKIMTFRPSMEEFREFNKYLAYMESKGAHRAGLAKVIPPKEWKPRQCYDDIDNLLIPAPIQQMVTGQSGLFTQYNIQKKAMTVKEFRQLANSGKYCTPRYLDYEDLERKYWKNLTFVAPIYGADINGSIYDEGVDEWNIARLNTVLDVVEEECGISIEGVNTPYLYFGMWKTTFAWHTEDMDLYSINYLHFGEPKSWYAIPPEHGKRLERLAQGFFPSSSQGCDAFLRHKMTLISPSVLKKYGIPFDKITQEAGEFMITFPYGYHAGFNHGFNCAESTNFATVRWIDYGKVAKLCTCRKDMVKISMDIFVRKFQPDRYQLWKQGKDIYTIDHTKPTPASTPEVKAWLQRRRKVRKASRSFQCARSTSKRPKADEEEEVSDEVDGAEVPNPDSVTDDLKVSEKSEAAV
procasp3 activ: procaspase-3 (human) activation; P42574; recombinant procaspase-3 D3A, Ac-DEVD-pNA absorbance 405 nm; activation, % at 8.5 µM; 330,000 compounds, 0.11% hits; AID 463141;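 active = activation above the mean of all tested compounds plus 3 SD, cut at about 21% in these data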;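 also: 0% = DMSO alone and 100% = DMSO wells spiked with extra 5 µM PC-3 D3A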
Target sequence (P42574 whole entry D9A/D28A/D175A): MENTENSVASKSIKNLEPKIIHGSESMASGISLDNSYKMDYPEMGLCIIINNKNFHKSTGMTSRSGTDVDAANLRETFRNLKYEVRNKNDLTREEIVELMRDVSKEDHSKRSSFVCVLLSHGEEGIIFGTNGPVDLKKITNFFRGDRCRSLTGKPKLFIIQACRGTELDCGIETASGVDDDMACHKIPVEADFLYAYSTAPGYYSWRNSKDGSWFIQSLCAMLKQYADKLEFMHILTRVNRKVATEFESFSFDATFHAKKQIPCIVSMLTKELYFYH
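Assay system – Procaspase-3 D3A mutant, all three cleavage aspartates alanine · Controls – DMSO-only low control, 5 µM PC-3 D3A high control · Schedule – 1 h compound preincubation, 2 h substrate hydrolysis at 25 °C · Signal – 405 nm absorbance of p-nitroaniline, reads at 0 and 120 min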
RPL19A TOR yeast: yeast TOR pathway RPL19A-GFP modulation; percent response vs DMSO, % at 10 µM; 330,000 compounds, 0.3% hits; AID 2025; S. cerevisiae RPL19A-GFP strain, flow cytometry, 3 h; hits give low values;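 active = percent response vs DMSO below 50%; inconclusive = fewer than 70 events counted for the yeast strain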;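 also: median channel GFP fluorescence of the barcoded RPL19A-GFP strain; ratio of sample median GFP to plate DMSO average so 100% = DMSO; lower means less RPL19A-GFP as with rapamycin TOR inhibition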
MEP2 TOR yeast: modulators of TOR pathway MEP2-GFP in S. cerevisiae. S. cerevisiae MEP2-GFP strain, flow cytometry GFP, 3 h; 100% = DMSO control level. GFP response vs DMSO, % at 10 µM. 330,000 compounds, 0.51% hits. AID 2016;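 active = GFP response versus DMSO above a set limit, roughly screen mean plus 3 SD, cut at about 180% in these data; inconclusive = fewer than 70 cells counted for a yeast strain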;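 also: median GFP fluorescence of the barcode-gated MEP2-GFP cells per well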
Yeast superoxide: caloric restriction mimetics inhibiting age-related superoxide in yeast | S. cerevisiae aged cells, superoxide DHE fluorescence; hits give low values | 330,000 compounds, 0.18% hits | superoxide response (% of plate mean), % at 10 µM;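 active = superoxide response under a set limit, about three screen SD below normal, cut at about 65% in these data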;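 also: yeast aged for seven days with compound at 30 °C before DHE staining; 100% = average MFI of all compound-treated wells on the plate with controls excluded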
LAP4 TOR yeast: alters LAP4-GFP fluorescence in TOR pathway yeast screen; S. cerevisiae LAP4-GFP multiplex, flow cytometry GFP, 3 h; median GFP as percent of DMSO wells; GFP response vs DMSO, % at 10 µM; 320,000 compounds, 0.34% hits;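 active = GFP response vs DMSO above a set limit, about the screen mean plus 3 SD, cut at about 150% in these data; inconclusive = under 70 cell events counted for the yeast strain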
* hit, by the source's call; ? = inconclusive; . = no result given; & = joins results of further samples; [ ] = remark or other dose.

Under each structure – procasp7 counter, AHR activator, JMJD2C inh, procasp3 activ, RPL19A TOR yeast, MEP2 TOR yeast, Yeast superoxide, LAP4 TOR yeast
> Cc1nnc(NC(=O)c2ccc(S(=O)(=O)N3CC(C)OC(C)C3)cc2)o1 (centres undefined)
→ 0, -1, -6, 6, 104, 106, 87, 141
> Cc1ccc(-n2nnnc2SCC(=O)Nc2nc(-c3ccc(F)cc3)cs2)cc1C
→ -1, 5, 5, -4, 95, 99, 106, 94
> CCNS(=O)(=O)c1cc(-c2nnc(OC)c3ccccc23)ccc1C
→ -11, 24, -4, 2, 107, 105, 85, 100
> N/C(=N\OC(=O)C1CCCCC1)c1cccc(Br)c1
→ 8, 1, 8, -2, 107, 101, 95, 94
> Cc1[nH]n(-c2ccccc2)c(=O)c1/C=N/N1C(=O)c2cccc3cccc(c23)C1=O
→ 6, 13, -32, -3, 94, 104, 102, 102
> CCCCCn1c(SCC(=O)OC)nc2c1c(=O)[nH]c(=O)n2C
→ 10, -1, -7, 4, 102, 101, 98, 107
> CCOc1ccc(NC(=O)NNC(=O)c2ccc3ccccc3c2O)cc1
→ -7, 10, 12, -2, 98, 108, 72, 100
> CCc1ccc(-c2nc(C)c(CCO)c(=O)[nH]2)cc1
→ 0, 0, -20, -8, 101, 100, 88, 110
> CCCOc1ccc(C2C(=O)N(C3CCCCC3)CC(=O)N2CCC)cc1OC (centres undefined)
→ 16, 3, 4, 0, 97, 104, 97, 108
> O=C(OCC(=O)N1CCOCC1)c1cc(=O)[nH]c2ccccc12
→ 4, 10, -3, 9, 99, 99, 92, 91
> O=C1CN(S(=O)(=O)c2ccc(F)cc2)CCN1
→ 0, 0, 5, 5, 100, 100, 110, 95
> O=S1(=O)CCN(OCc2ccc(Cl)cc2)CC1
→ 5, -1, 13, 4, 99, 93, 98, 108
> CCOC(=O)c1cnn(-c2ccc(F)cc2)c1N
→ -4, 7, -24, -11, 100, 98, 89, 101
> Cc1nn(Cc2ccccc2)c(Cl)c1C(=O)OC1CCOC1=O (centres undefined)
→ 7, 2, 4, 2, 102, 105, 106, 107
> C[C@]12C=CC(=O)C=C1CC[C@@H]1[C@@H]2[C@@H](O)C[C@@]2(C)[C@H]1CC[C@]2(O)C(=O)COC(=O)CCC(=O)O
→ 15, 7, ., 12, 55[may fluoresce violet], 346*[may fluoresce violet], 97, 86[may fluoresce violet]

By substructure, the compounds so far containing an NH in an aromatic ring.
Under each structure – procasp7 counter, AHR activator, JMJD2C inh, procasp3 activ, RPL19A TOR yeast, MEP2 TOR yeast, Yeast superoxide, LAP4 TOR yeast
> Cc1[nH]n(-c2ccccc2)c(=O)c1/C=N/N1C(=O)c2cccc3cccc(c23)C1=O
→ 6, 13, -32, -3, 94, 104, 102, 102
> CCCCCn1c(SCC(=O)OC)nc2c1c(=O)[nH]c(=O)n2C
→ 10, -1, -7, 4, 102, 101, 98, 107
> CCc1ccc(-c2nc(C)c(CCO)c(=O)[nH]2)cc1
→ 0, 0, -20, -8, 101, 100, 88, 110
> O=C(OCC(=O)N1CCOCC1)c1cc(=O)[nH]c2ccccc12
→ 4, 10, -3, 9, 99, 99, 92, 91

Further compounds follow.
Under each structure – procasp7 counter, AHR activator, JMJD2C inh, procasp3 activ, RPL19A TOR yeast, MEP2 TOR yeast, Yeast superoxide, LAP4 TOR yeast
> CCCN(Cc1ccccc1)C(=S)Nc1ccc(C(C)=O)cc1
→ -5, 4, -13, -5, 102, 96, 107, 116
> CC1=NN(c2ccccc2)C(=O)/C1=C\c1ccc(Br)s1
→ -1, 23, 21, 0, 96, 98, 104, 85
> CN(C)c1ncc(S(=O)(=O)c2ccccc2)c(-c2ccc(Cl)cc2Cl)n1
→ 6, 0, 25, 3, 97, 96, 101, 110
> O=c1ccc(-c2ccccc2)nn1Cc1ccc(F)cc1
→ -4, -2, -10, -4, 30*[may fluoresce violet], 860*[may fluoresce violet], 93, 92[may fluoresce violet]
> CN(Cc1ccco1)c1ncnc2ccc(-c3ccoc3)cc12
→ 5, 1, 1, -6, 97, 91, 89, 106
> Cc1nc2scc(-c3ccc(C(C)C)cc3)c2c(=O)n1N
→ 5, 1, -3, 1, 95, 99, 92, 98
> CCC(C)Oc1ccc(/C=C/c2[nH]c(=O)[nH]c(=O)c2[N+](=O)[O-])cc1OC (centres undefined)
→ 9, 3, -3, -3, 94, 131, 115, 130
> CCOC(=O)c1cccc(C(=O)Oc2ccccc2)n1
→ 2, -2, ., -4, 97, 100, 97, 104
> Cc1cc(C)n(CCNC(=O)c2cc(COc3c(F)cccc3F)on2)n1
→ -1, 5, 0, -8, 100, 100, 136, 87
> CCOC(=O)c1sc2nc(C)nc(N3CCN(c4ncccn4)CC3)c2c1C
→ 1, 1, 4, 4, 98, 104, 99, 116
> COc1ccc(S(=O)(=O)N2CCN(C(=O)NC3CCCCC3)CC2)cc1
→ -4, -1, 1, -7, 101, 112, 94, 105
> C[C@@H]1CN(Cc2cn(C)nc2-c2cccc(Cl)c2)C[C@H](C)O1
→ -1, -2, 0, 0, 99, 102, 80, 101
> O=C(NCc1cc(C(F)(F)F)cc(C(F)(F)F)c1)C1CC(c2ccccc2[N+](=O)[O-])=NO1 (centres undefined)
→ -5, 14, -8, 0, 103, 93, 95, 129
> Cc1ccc(Sc2ccc(NC(=O)c3ccc(S(C)(=O)=O)cc3Cl)cc2)cc1
→ 3, 48*, 2, 1, 98, 102, 98, 99
> CC(=O)Nc1ccc(SCC(=O)OCC(=O)NC(=O)NC2CCCC2)cc1
→ 0, 1, 4, -11, 99, 92, 97, 105

Later entries
Under each structure – procasp7 counter, AHR activator, JMJD2C inh, procasp3 activ, RPL19A TOR yeast, MEP2 TOR yeast, Yeast superoxide, LAP4 TOR yeast
> CCOc1ccc(CNC(=O)c2ccco2)cc1
→ 3, 1, 20, 2, 92, ?, 101, ?
> C=CCNC(=O)c1oc2ccc(S(=O)(=O)N3CCC4(CC3)OCCO4)cc2c1C
→ 3, 1, 13, -4, 97, 98, 81, 114
> Brc1ccc(C2Nc3cccc4cccc(c34)N2)o1
→ -6, 35, 4, 5, 89, 94, 101, 133
> O=C(CC1SC(=Nc2ccccc2)N(CCc2ccccn2)C1=O)Nc1ccc(F)cc1 (centres undefined)
→ -6, 0, 5, -5, 112, 102, 105, 96
> O=C(NCCC1=CCCCC1)c1cnccn1
→ -6, 23, 11, -11, 101, 96, 111, 89
> COc1cc(OC)c(C(=O)/C=C/c2ccccc2)c(O)c1O
→ -13, 0, 13, -5, 100, 108, 90, 122
> COc1ccc(NC(=O)CSc2nnc(Cc3ccccc3)c(=O)n2N)cc1
→ -1, 4, ?, 0, 100, 106, 99, 103
> O=C(NCCC(=O)N1CCC2(CC1)NCCc1[nH]cnc12)c1ccc(F)c(F)c1
→ 1, -1, -7, -4, 95, 97, 119, 94
> CCC1CCCCN1C(=O)CSc1nnc(CNC(=O)COc2ccc(Cl)cc2)o1 (centres undefined)
→ 1, 2, 2, -2, 100, 97, 91, 98
> O=C(COC(=O)Cc1cn2ccsc2n1)Nc1nc2ccccc2s1
→ -2, 14, 2, 2, 97, 97, 99, 88
> COc1ccc(C(=O)NNC(=O)c2cc3cccc(OC)c3oc2=O)cc1
→ 1, -4, -2, 7, 99, 103, 92, 106
> Cc1cc2nc(CSc3ccc(Cl)cc3)cc(=O)n2[nH]1
→ 3, 0, -7, 6, 102, 100, 75, 97
> COc1ccc(S(=O)(=O)Nc2ccccc2C(=O)NC(C)(C)C)cc1OC
→ 8, 0, -3, 6, 100, 103, 85, 111
> Cc1ccc(/C=C2/SC(=S)N(c3ccc(S(=O)(=O)Nc4nccs4)cc3)C2=O)cc1
→ -24, -2, -7, -18, 101, 103, 100, .
> CCn1cc(C(=O)OCC(=O)Nc2ccc(S(=O)(=O)N3CCCC3)cc2)c(=O)c2ccc(C)nc21
→ 14, 1, 3&7, 11, 100, 101, 113, 91

Overlap with the part before: 2 entries, followed by the next part.
Structure,procasp7 counter,AHR activator,JMJD2C inh,procasp3 activ,RPL19A TOR yeast,MEP2 TOR yeast,Yeast superoxide,LAP4 TOR yeast
Cc1ccc(/C=C2/SC(=S)N(c3ccc(S(=O)(=O)Nc4nccs4)cc3)C2=O)cc1,-24,-2,-7,-18,101,103,100,.
CCn1cc(C(=O)OCC(=O)Nc2ccc(S(=O)(=O)N3CCCC3)cc2)c(=O)c2ccc(C)nc21,14,1,3&7,11,100,101,113,91
CCCN1C(=O)c2ccc(C(=O)Nc3nccs3)cc2C1=O,-9,13,-9,-5,105,98,111,104
COc1ccc(C(=O)Nc2cccnc2Cl)cc1OC,5,11,-8,3,102,99,96,87
C1=C(c2ccccc2)Nc2ccccc2N=C1c1ccccc1,-3,5,182,1,97,90,109,94
CC1(C)CCN(Cc2ccccc2)C1CC#N (centres undefined),7,-3,11,7,100,100,116,98
S=C1CCC(c2ccc(Br)cc2)=NN1c1ccccc1,-15,36,6,-8,103,93,92,122
CCc1c(C)nc(SCC(=O)N2CCCCC2CC)[nH]c1=O (centres undefined),1,8,-2,-3,97,100,86,99
c1ccc(-c2cc(N3CCCCCC3)n[nH]2)cc1,-8,38,8,2,86,94,86,112
CCCCN=C(NNc1ccc(Br)cc1)C(=O)OCC,-31,19,1,-17,105,101,103,95
COc1ccc(CC(=O)N/N=C(\C)c2cccs2)cc1,-2,-8,6,3,102,98,84,91
CC1Cn2c(nc3sc4c(c3c2=O)CC(C)(C)OC4)N1CCO (centres undefined),.,.,0,.,111,115,98,102
N#Cc1cccc(C(=O)N(CCc2ccccc2)Cc2cccs2)c1,2,12,3,4,97,96,95,81
O=C(CSc1cccs1)Nc1ccc(Cl)cc1,6,0,-6,5,98,93,94,114
c1ccc(Sc2ncnc3ccccc23)cc1,12,-1,7,7,101,101,88,112
Cc1cc2c(cc1S(=O)(=O)CCC(=O)N1CC(C)CC(C)C1)OCC(=O)N2 (centres undefined),-5,1,-8,6,102,104,131,100
CC(C)Oc1ccc(-c2cc(=O)[nH]c(=O)[nH]2)cc1,2,69*,12,-3,102,106,83,100
CCCCOc1ccc(CN=C(N)N)cc1Cl,-1,7,3,-1,101,98,100,108
O=C(NCc1ccccc1)C1=C[C@H](c2csc3ccccc23)C[C@H](OCCCCO)O1,-10,8,4,4,99,85,100,105
O=c1cc(NCc2ccccc2)nc2ccccn12,0,-2,15,-5,86,91,99,89
C=CCOc1ccc(/C(O)=C2\C(=O)C(=O)N(CCOC)C2c2cccnc2)cc1 (centres undefined),-9,1,27,2,96,96,85,92
Cn1ccsc1=NC(=O)c1cc(S(=O)(=O)N2CCOCC2)ccc1F,4,19,2,6,87,91,90,96
Cc1nnc(SCC(=O)N2CCc3ccccc3C2)n1-c1ccccc1,4,1,3,-3,107,107,113,101

High-throughput results: PubChem BioAssay, several laboratories
